# DNA FID counter: counter-screen for HCV NS3 helicase inhibitors: DNA intercalator displacement; DNA fluorescent intercalator displacement, fluorescence; inhibition, % at 7.9 µM; 290,000 compounds, 0.17% hits; AID 1845; in the data active = inhibition above about 37%;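 also: 0% = vehicle and 100% = reference compound; higher means more ethidium bromide displaced from hairpin DNA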
# NS3 helicase inh: blocks Hepatitis C virus NS3 helicase unwinding; NS3 helicase DNA unwinding, Cy5 molecular beacon fluorescence; inhibition, % at 10.9 µM; 290,000 compounds, 0.56% hits; AID 1800;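 active = inhibition above the mean of all tested compounds plus 3 SD, set per campaign, cut at about 35% in these data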;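 also: 0% = DMSO wells and 100% = thioflavine S control wells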
#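 Assay system – hepatitis C virus NS3 helicase domain fragment enzyme · Buffer or medium – MOPS pH 6.5, MgCl2, DTT, Tween20, BSA · Reagent – Cy5/quencher beacon DNA duplex and ATP to start · Compound – single 10.9 µM dose · Timing – 1 h at 25 °C · Technique – Cy5 beacon fluorescence read at start and 1 h · Measure – % inhibition of unwinding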
# MEKK3 PB1 HTS: MEKK3-MEK5 PB1 interaction, increase or decrease; Q99759; bead-based flow cytometry, Alexa488-MEK5 binding to MEKK3; actives lie on both sides; 0 = blocked by unlabeled MEK5, 100 = vehicle; binding response (% of control), % at 10 µM; 290,000 compounds, 1.4% hits; AID 1529;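 active = binding response more than 3 SD above or below the average of its plate-row segment, actives on both sides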;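 also: Alexa488 bead fluorescence after subtracting the streptavidin-only scavenger bead signal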
# IDE act: boosts human insulin-degrading enzyme activity in HEK cells. 340,000 compounds, 0.073% hits. P14735. AID 493087. activation, % at 5.96 µM. FAbeta-B cleavage, fluorescence polarization; 0% vehicle, 100% cell-free pure enzyme wells;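 active = activation above the mean of all tested compounds plus 3 SD, set per screening campaign, cut at about 17% in these data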
# IMP-1 inh: blocks Pseudomonas aeruginosa IMP-1 metallo-beta-lactamase. inhibition, % at 5.6 µM. 290,000 compounds, 0.45% hits. purified IMP-1, nitrocefin hydrolysis, epi-absorbance fluorescence;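 active = inhibition above the mean plus 3 SD of all compounds in the same screening run, cut at about 4.5% in these data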;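 also: 0% = IMP-1 with DMSO and 100% = DMSO wells lacking enzyme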
#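 system = purified recombinant IMP-1 beta-lactamase | amount = 0.2 nM IMP-1, as dispensed | medium = HEPES buffer pH 7.1 with ZnSO4 and Brij 35 | times = 25 °C, 15 min preincubation, 25 min reaction | detection = plate fluorescence quenching by hydrolysis product, ex 480/em 530 nm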
# PHOSPHO1 inh: blocks human PHOSPHO1 phosphatase activity. 290,000 compounds, 1.1% hits. inhibition, % at 13.3 µM. recombinant PHOSPHO1, absorbance phosphatase assay. Q8TCT1. AID 1565; in the data active = inhibition above about 60%
# UBC9 SUMO inh: inhibitors of human SUMOylation (UBC9); P63279; HTRF SUMOylation assay, SAE1/SAE2 + UBC9, in vitro; inhibition, % at 35 µM; 290,000 compounds, 0.36% hits; AID 2006; in the data active = inhibition above about 50%, passing the limit was not always enough; also: strong numbers were not always called active
# VIM-2 inhibitor: inhibitors of Pseudomonas aeruginosa VIM-2 metallo-beta-lactamase; purified VIM-2, nitrocefin hydrolysis, epi-absorbance fluorescence; inhibition, % at 5.6 µM; 290,000 compounds, 0.89% hits; AID 1527;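 active = inhibition above the mean of all tested compounds plus 3 SD, cutoff set per screening run, cut at about 7.5% in these data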;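 also: red hydrolysis product quenches plate fluorescence so inhibitors raise well fluorescence; 0% = enzyme with DMSO and 100% = DMSO without enzyme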
# pCIP destab: lowers stability of the mouse p/CIP coactivator protein | 290,000 compounds, 0.01% hits | decrease of EGFP signal, % at 10 µM | Q05BA5 | F442A p/CIP-EGFP cells, EGFP fluorescence, 16 h;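 active = EGFP signal decrease of at least 30% at 10 µM or well 3 SD below plate mean, unless failing retest; inactive = the rest, including hits failing retest or dose response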; also: some compounds called inactive have numbers as strong as hits; many of its hits are not listed in these tables
# Target sequence (Q05BA5 1-1403): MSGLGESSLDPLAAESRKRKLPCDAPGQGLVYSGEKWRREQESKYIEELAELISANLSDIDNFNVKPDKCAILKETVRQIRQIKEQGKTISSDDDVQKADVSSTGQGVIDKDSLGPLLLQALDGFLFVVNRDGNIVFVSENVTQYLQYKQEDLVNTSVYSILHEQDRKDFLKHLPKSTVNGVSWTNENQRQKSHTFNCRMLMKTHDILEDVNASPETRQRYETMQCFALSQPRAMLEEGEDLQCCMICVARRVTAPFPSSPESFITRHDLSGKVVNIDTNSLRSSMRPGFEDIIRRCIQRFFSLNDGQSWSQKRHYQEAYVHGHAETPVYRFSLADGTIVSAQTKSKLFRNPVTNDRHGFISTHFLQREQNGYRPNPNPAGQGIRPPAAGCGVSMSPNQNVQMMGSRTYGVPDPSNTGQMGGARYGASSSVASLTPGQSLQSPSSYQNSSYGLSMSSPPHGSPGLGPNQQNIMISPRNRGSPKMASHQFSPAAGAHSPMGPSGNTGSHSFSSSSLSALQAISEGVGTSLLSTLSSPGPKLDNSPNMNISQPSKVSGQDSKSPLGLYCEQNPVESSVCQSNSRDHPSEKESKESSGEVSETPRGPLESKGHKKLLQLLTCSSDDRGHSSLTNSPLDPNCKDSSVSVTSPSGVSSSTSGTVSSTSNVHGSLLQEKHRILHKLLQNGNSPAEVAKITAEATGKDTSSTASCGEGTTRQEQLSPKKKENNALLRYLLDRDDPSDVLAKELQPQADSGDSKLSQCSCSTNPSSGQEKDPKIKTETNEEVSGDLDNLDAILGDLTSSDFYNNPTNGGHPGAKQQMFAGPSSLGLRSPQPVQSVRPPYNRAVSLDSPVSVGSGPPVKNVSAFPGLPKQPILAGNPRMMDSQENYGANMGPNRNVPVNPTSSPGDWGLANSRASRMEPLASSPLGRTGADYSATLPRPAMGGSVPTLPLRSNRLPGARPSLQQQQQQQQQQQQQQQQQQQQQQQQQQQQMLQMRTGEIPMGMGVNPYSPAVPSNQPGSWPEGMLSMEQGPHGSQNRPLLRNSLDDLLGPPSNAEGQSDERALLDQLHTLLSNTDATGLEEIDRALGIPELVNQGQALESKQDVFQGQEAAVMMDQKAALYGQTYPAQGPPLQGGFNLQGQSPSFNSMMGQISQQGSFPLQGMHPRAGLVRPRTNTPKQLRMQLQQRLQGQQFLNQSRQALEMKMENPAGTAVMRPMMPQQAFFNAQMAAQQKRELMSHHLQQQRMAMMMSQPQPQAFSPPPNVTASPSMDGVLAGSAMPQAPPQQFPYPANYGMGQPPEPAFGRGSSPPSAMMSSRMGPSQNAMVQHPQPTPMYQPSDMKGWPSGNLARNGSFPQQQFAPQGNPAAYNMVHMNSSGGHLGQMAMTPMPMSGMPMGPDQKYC
# * marks the source's active call; other numbers are inactive results; . = no result given.
SMILES,DNA FID counter,NS3 helicase inh,MEKK3 PB1 HTS,IDE act,IMP-1 inh,PHOSPHO1 inh,UBC9 SUMO inh,VIM-2 inhibitor,pCIP destab
C=CCn1c(=NC(=O)C2COc3ccccc3O2)sc2cc(S(N)(=O)=O)ccc21 (stereo unspecified),-2,6,105,5,-2.2,-8,-14,-3.1,-4
CCNC(=S)N1CCN(CCNC2=CC(=O)CC(C)(C)C2)CC1,1,5,100,-2,-2.5,-6,10,-4.1,-8
CCOC(=O)Nc1ccc([N+](=O)[O-])cc1OC,0,42*,101,4,-2.4,.,.,-0.9,.
Cn1c(=O)oc2cc(S(=O)(=O)NCCC(=O)NC3CCCC3)ccc21,3,9,99,5,-1.1,24,-13,-2.0,6
COc1cc(/C=C2\C(=O)N(CCC#N)N=C2C)c(Br)cc1OC(C)C,-1,-13,85,4,-11,-5,79,-6.3,-5
COCC(=O)Oc1c(Sc2ccccc2[N+](=O)[O-])c(C)nn1C(C)(C)C,-2,0,81,2,-0.2,-3,12,3.4,-8
COc1ccc(NC(=O)C2C3C=CC4(O3)C2C(=O)N(CCN2CCCCC2C)C4C(=O)NC2CCCCC2)cc1 (stereo unspecified),0,-8,98,4,-2.2,17,2,-1.3,3
COc1cc(/C=N/NC(=O)CSc2cc(C)c(Br)cc2C)ccc1O,-9,-11,100,5,-1.1,12,-8,-3.0,9
CN(C)CCN(C(=O)c1ccc(S(=O)(=O)N(C)c2ccccc2)cc1)c1nc2ccc(Cl)cc2s1,14,1,106,1,-0.3,38,5,0.8,-1
CCOC(=O)N1CCN(C(=O)c2ccc(NS(C)(=O)=O)cc2)CC1,-2,-3,74,2,-3.2,0,4,-2.7,13
COc1cccc(CN2CCC(n3nccc3NC(=O)CCCc3ccccc3)CC2)c1,20,-22,102,0,0.4,12,-14,-0.9,8
COC(=O)C1C(=O)C2=C(CC1C)NC(C)=C(C(=O)OCc1ccc(OC)cc1)C2c1ccc(C)o1 (stereo unspecified),-33,2,113,6,-3.6,-5,15,-3.8,-9
C[C@H](NC(=O)c1ccccc1)C(=O)N1CCN(c2ccccc2)CC1,-17,-10,95,0,-2.7,44,-6,-1.5,-3
Oc1ccc(Nc2nnc(-c3ccc(O)cc3)c3ccccc23)cc1,-15,3,101,4,-0.9,-16,0,1.9,0
Cc1cc(C)nc(NC(=O)/C=C/c2ccccc2Cl)n1,-4,-6,101,3,-1.1,18,19,-0.6,2
COc1ccnc(Oc2ccc(F)cc2)c1C(=O)N/C=N/OCc1ccc(F)cc1,-11,-6,96,5,0.5,4,10,2.1,10
COc1ccc(N2CCN(C(=O)CN(CCc3ccccc3)S(C)(=O)=O)CC2)cc1,-25,-4,101,-1,-3.5,1,-11,-1.2,2
COc1cccc(CNC(=O)CCC2CCCN(C(=O)c3cscn3)C2)c1 (stereo unspecified),-2,7,99,4,-2.0,15,13,-3.2,-2
C[C@H](N)c1nnc(SCc2c(Cl)cccc2Cl)o1,0,-4,97,6,-2.6,47,-13,-0.3,18
CC(=O)c1cccc(NC(=O)c2cc(=O)[nH]c3ccccc23)c1,-9,8,99,-1,-3.0,20,11,-0.7,-7
O=C(O)CCCn1cc(NC(=O)c2ccco2)cn1,3,7,99,0,-2.6,29,2,-2.2,2
O=C(CSc1nnc(-c2ccccc2Br)o1)N1CCc2ccccc2C1,-24,0,94,-6,-2.3,7,-19,-0.2,-10
COc1ccccc1-n1c(-c2ccc(Cl)cc2)c[nH]c1=S,-16,9,99,-5,-3.2,-8,2,-6.2,-24
Cc1ccc(NC(=O)Cn2cccc2)c(Br)c1,-1,3,106,-8,-2.3,6,2,-3.5,-6
O=C(O)c1nn(CCOc2ccc(Cl)cc2Cl)c(=O)c2ccccc12,-25,0,90,-3,-1.9,-9,-14,-2.0,3
CCOC(=O)c1nn(-c2cc(C(=O)OC)cc(C(=O)OC)c2)cc1O,-8,7,96,2,1.1,-14,8,-3.5,-10
O=C(c1ccco1)N(Cc1cccc(Cl)c1)C1CCS(=O)(=O)C1 (stereo unspecified),-9,-1,102,-4,-2.1,32,7,-0.9,-11
CCCOc1ccc(NC(=O)OC2CCN(C)CC2)cc1,2,-10,96,0,-1.3,11,-1,1.1,-5
Clc1ccc(-c2nnc(-c3ccccc3)nc2-c2c[nH]c3ccccc23)cc1,1,12,107,0,-2.8,-10,8,-3.7,-6
CC(=O)N1C(C)(C)CC(=NOC(=O)c2ccccc2)CC1(C)C,-15,4,100,-4,-3.1,-13,5,-2.1,5
CCc1ccc(NC(=O)CSc2ccc(-c3ccccn3)nn2)cc1,-12,-68,102,1,2.1,37,1,1.9,-10
CC(=O)c1ccc(OCC(O)CN2CCN(CCO)CC2)cc1 (stereo unspecified),0,8,105,-1,-4.6,6,8,-4.0,-9
CCOc1ccc(NN=C(C(=O)OC)C(=O)OC)c([N+](=O)[O-])c1,4,-1,91,7,-1.6,8,-11,-4.5,-6
CN1CCN(C(=O)/C(=C/c2ccccc2F)NC(=O)c2ccccc2)CC1,-4,-6,101,1,-0.5,28,-4,-0.4,1
NC(=O)COC(=O)c1ccc(C(=O)C(=O)c2ccccc2)cc1,15,-7,97,.,-2.8,8,18,0.0,4
O=C(CCNC(=O)c1ccccc1Cl)Nc1ccc(Cl)c(C(F)(F)F)c1,-7,-1,109,-3,-1.3,2,2,-1.7,-20

# Of the compounds above, these have a COOH group:
SMILES,DNA FID counter,NS3 helicase inh,MEKK3 PB1 HTS,IDE act,IMP-1 inh,PHOSPHO1 inh,UBC9 SUMO inh,VIM-2 inhibitor,pCIP destab
O=C(O)CCCn1cc(NC(=O)c2ccco2)cn1,3,7,99,0,-2.6,29,2,-2.2,2
O=C(O)c1nn(CCOc2ccc(Cl)cc2Cl)c(=O)c2ccccc12,-25,0,90,-3,-1.9,-9,-14,-2.0,3

# Carrying on.
SMILES,DNA FID counter,NS3 helicase inh,MEKK3 PB1 HTS,IDE act,IMP-1 inh,PHOSPHO1 inh,UBC9 SUMO inh,VIM-2 inhibitor,pCIP destab
CCOc1ccc(NC(=O)CN(c2ccc(OC)c(OC)c2)S(=O)(=O)c2ccc(C)cc2)cc1,-41,-7,100,4,-2.9,34,16,-1.0,1
COc1ccc(OC)c(C(=O)NC(CC(N)=O)c2ccc(N3CCN(c4ccc(F)cc4)CC3)c([N+](=O)[O-])c2)c1 (stereo unspecified),-18,-21,103,3,-2.8,-2,-13,-1.1,-4
CC1(NC(=O)NCc2ccco2)CCS(=O)(=O)C1 (stereo unspecified),-1,-1,97,-3,-1.1,0,26,-1.3,-8
CCn1cc([C@@H]2C[C@H]3CN(Cc4cccc(Cl)c4)C(=O)[C@]34CCCN24)cn1,2,-23,95,.,0.6,-11,2,1.3,11
CCC(NC(=O)Nc1nccs1)(C(F)(F)F)C(F)(F)F,5,-6,99,2,0.5,4,16,1.0,-7
Cc1cc(C(=O)Nc2ccc(Cl)cc2)c2ccccc2n1,-7,-10,101,0,0.8,34,2,0.5,8
CCn1cc(C(=O)O)c(=O)c2cc(F)c(N3CCN(C(=S)Nc4ccccc4OC)CC3)cc21,-3,10,104,-2,-3.4,16,19,0.4,-19
O=[N+]([O-])c1cc(Cl)cc(/C=N\Nc2ccccn2)c1O,5,1,89,1,-1.7,23,-135,-1.4,2
COc1ccc2c(c1)cc(C(=O)N[C@@H](Cc1ccccc1)C(=O)O)n2C,-25,14,100,5,-0.5,9,8,-1.1,5
COc1ccc(OC)c(C(=O)c2coc3ccc(OCC(=O)O)cc23)c1,-30,8,93,-1,1.3,4,3,-0.2,3
Cc1[nH]n(-c2ccccc2)c(=O)c1C=Nc1ccc(S(N)(=O)=O)cc1,1,-4,103,2,-1.2,13,18,-0.1,-4
CC(C)N(Cc1ccccc1)C(=S)NCCN1CCOCC1,-1,1,100,4,-1.2,-18,7,0.4,-7
COc1ccc(-c2nc(C#N)c(NCC3CCCO3)o2)cc1OC (stereo unspecified),-12,3,82,5,0.2,4,32,0.8,-8
CC(=O)Cn1ncc(N2CCOCC2)c(Cl)c1=O,-3,11,103,5,-1.3,35,15,-3.6,-3
COC(=O)c1c(-c2c(Cl)cccc2Cl)noc1C(=O)NNC(=O)N(C)C,-8,1,99,2,-0.9,51,-1,-0.9,-1
COc1cc(-c2nnc(SCC(=O)c3ccc(C)cc3)o2)cc(OC)c1OC,-18,-4,105,2,-1.7,7,-2,-2.2,-1
O=C(Nc1c(-c2ccccc2)nc2ccc(Cl)cn12)c1cccs1,-9,-1,95,-2,-3.5,0,-7,-2.0,0
COc1cccc(C2CC(c3ccccc3Cl)n3nc(N)nc3N2)c1 (stereo unspecified),-20,-7,101,0,-0.9,2,13,1.9,-3
CC(C)(C)OC(=O)NCCc1nnc(SCC(=O)Nc2ccc(Br)cc2)o1,-20,2,120,5,-3.1,28,17,-1.1,-3
Cc1ccc(S(=O)(=O)NC(=O)NCCc2ccccc2)cc1,-2,8,100,5,-1.5,-35,-11,-0.1,-2
Cc1cc(N/N=C/c2ccc([N+](=O)[O-])o2)nc2ccccc12,10,0,96,-7,-1.7,20,16,-2.2,2
CCOCCCNCc1ccc(OCc2ccc(F)cc2)c(OC)c1,17,-10,96,5,-1.5,13,10,-0.1,-14
C=CCc1cc(C(=O)N2CCCCC2)ccc1O,-6,4,101,4,-1.4,4,-2,2.1,0
COc1ccc(C(=O)ON=C2CCN(C)CC2)cc1,9,-15,91,2,-1.0,12,-4,0.7,-4
COc1ccc(OCc2nnc(SCC(N)=O)n2-c2ccccc2OC)cc1,-14,0,97,0,-1.7,6,17,-2.6,-4
CC1=C(C#N)C(c2cccnc2)C2=C(CC(c3ccc(Cl)cc3)CC2=O)N1 (stereo unspecified),-10,-8,106,-1,-3.0,9,10,-1.6,4
CCOC(=O)N1CCN(C(=O)c2sc3nc(-c4ccc(F)cc4)cn3c2C)CC1,-29,0,.,-12,-3.2,18,-2,-2.0,7
O=C(N[C@@H](Cc1ccccc1)C(=O)Nc1ccc(F)cc1)C1CCNCC1,9,-30,100,-1,0.6,32,8,0.2,-8
CCc1cccc(NC(=S)N(CCOC)C2CCN(C(C)=O)CC2)c1,-12,-2,123*,-2,-1.6,50,4,-0.7,2
Cc1ccccc1OCCNc1cc(N2CC(C)NC(C)C2)ccc1[N+](=O)[O-] (stereo unspecified),39*,-58,120,5,-2.7,16,-11,-2.9,8
CC1CN(Cc2ccccn2)CCC1=O (stereo unspecified),-3,0,106,2,-1.9,1,-8,-3.6,8

# Profiles, looked up by structure. Order of values: DNA FID counter | NS3 helicase inh | MEKK3 PB1 HTS | IDE act | IMP-1 inh | PHOSPHO1 inh | UBC9 SUMO inh | VIM-2 inhibitor | pCIP destab
# `Cc1cc(C)nc(NC(=O)/C=C/c2ccccc2Cl)n1` as listed: -4 | -6 | 101 | 3 | -1.1 | 18 | 19 | -0.6 | 2
# `Cc1cc(C(=O)Nc2ccc(Cl)cc2)c2ccccc2n1` as listed: -7 | -10 | 101 | 0 | 0.8 | 34 | 2 | 0.5 | 8
# `CCOCCCNCc1ccc(OCc2ccc(F)cc2)c(OC)c1` as listed: 17 | -10 | 96 | 5 | -1.5 | 13 | 10 | -0.1 | -14

# Compound activity from PubChem.

# Not all compounds are listed; the hit share may differ from the screen's.
